# SIRT5 block – SIRT5 desuccinylase inhibitors, primary screen, biochemical, fluorescence imaging, single point, set 5. NAD-dependent protein deacylase sirtuin-5, mitochondrial (Homo sapiens), Q9NXA8. Purified SirT5, succinyl-peptide AMC, trypsin-coupled fluorescence. inhibition, % at 15 µM. 1.1% of 330,000 active; in the data active means inhibition above about 15%
# Target sequence (Q9NXA8 whole entry, looked up): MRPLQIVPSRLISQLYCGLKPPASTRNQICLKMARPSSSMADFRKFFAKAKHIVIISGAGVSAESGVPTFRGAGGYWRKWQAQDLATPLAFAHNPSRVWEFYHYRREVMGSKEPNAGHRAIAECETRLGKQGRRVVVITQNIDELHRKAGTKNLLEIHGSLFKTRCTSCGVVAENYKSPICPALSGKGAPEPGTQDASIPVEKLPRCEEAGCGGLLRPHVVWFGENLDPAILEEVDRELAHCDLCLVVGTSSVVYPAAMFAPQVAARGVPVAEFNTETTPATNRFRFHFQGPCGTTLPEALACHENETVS
# Xi reactivation – activators of inactive X chromosome reactivation, primary screen, imaging, XiGFP fibroblasts, GFP high-content imaging, set 2. XiGFP mouse fibroblasts, % GFP-positive cells imaging, 3 d; cells co-treated with 5-aza-dC sensitizer; scaled so ellipticine positive control = 100%. activation, % at 7.58 µM. 0.055% of 360,000 active;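 active means mean normalized replicate activation at least 10% and every replicate at or above 10%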;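 further: 0% = median of on-plate neutral control wells and 100% = ellipticine 6 µM median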
#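 Material: XiGFP fibroblasts, SV40-immortalized. Buffer or medium: DMEM plus 5-aza-dC sensitizer. Compound: single concentration per compound, delivered by pin transfer. Times: 3 days compound exposure. Controls: ellipticine 6 µM.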
# Cneo AK release – Cryptococcus neoformans cell lysis inducers, primary screen, AK release luminescence, single concentration; C. neoformans lysis, adenylate kinase release luminescence, 4 h; normalised: neutral wells 0, clomiphene wells 100; lysis activity, % at 15 µM; 0.2% of 360,000 active; AID 651654, 2012;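 active means mean lysis activity across replicates of at least 80%, whatever share of replicates individually reach that level; inactive means mean lysis activity below 80%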
#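 Material – Cryptococcus neoformans yeast cells · Quantity – 5 × 10^6 yeast cells/mL · Buffer or medium – YPD medium · Compound – single dose · Timing – 4 h static compound exposure, 37 °C, read 1 h post-reagent · Signal – adenylate kinase release luminescence · Read-out basis – lysis from increased AK signal · Benchmarks – Clomiphene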
# PGC1a acetyl inh – inhibitors of PGC1a acetylation signal, primary screen, cell-based, U2OS, AlphaScreen, inhibitor mode. AlphaScreen anti-acetyl-lysine; with virally co-expressed GCN5 acetyltransferase. inhibition, % at 15.6 µM. 0.17% of 350,000 active;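 active means every replicate shows inhibition of at least 40%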;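 further: 0% = neutral control wells and 100% = positive control wells; some results beyond the cut were filed as inactive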
# ERAP1 inh – human ERAP1 aminopeptidase inhibitors, primary screen, biochemical, single point, plate reader. Endoplasmic reticulum aminopeptidase 1 (Homo sapiens), Q9NZ08. inhibition, % at 10.7 µM. recombinant ERAP1, Leu-AMC fluorescence, 60 min. AID 652197, 2013. 0.15% of 340,000 active;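 active means mean replicate inhibition of at least 30%, or all replicates individually reaching that 30% level; inactive means mean below 30% and not every replicate reaching it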;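 further: 0% = neutral control wells and 100% = L-leucinethiol positive control wells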
# C2C12 statin – suppressors of statin myotoxicity in C2C12 myotubes, primary screen, cell-based, single point, plate reader. 0.78% of 330,000 active. rescue of ATP level, % at 7.49 µM. C2C12 myotubes + simvastatin, ATP luminescence, 48 h; scaled: DMSO 0, geranylgeraniol control 100. AID 602340, 2012;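 active means mean ATP rescue above about 67%, or every replicate alone reaching that limit, limit read from the data, passing the limit was not always enough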;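 further: myotubes were challenged with 10 µM simvastatin during compound exposure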
# S100A4 MyoIIA – inhibitors of S100A4-myosin IIA peptide binding, primary screen, biochemical, fluorescence polarization, TAMRA-MyoIIA peptide | inhibition, % at 10.7 µM | 0.14% of 360,000 active | AID 652163, 2013;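 active means mean inhibition of at least 70% across replicates, with every replicate also reaching that level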
# Target sequence (P26447 whole entry, looked up): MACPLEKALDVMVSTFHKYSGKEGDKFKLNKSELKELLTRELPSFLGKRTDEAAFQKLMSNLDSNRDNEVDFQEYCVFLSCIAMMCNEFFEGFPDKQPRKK
#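 System – human S100A4 monomer protein, biochemical binding assay · Buffer or medium – Calcium-containing HEPES buffer, pH 7.2 · Timing – 5 min between mix addition and reading · Also added – TAMRA-labelled myosin IIA heavy-chain peptide probe, 5 nM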
# LGR2 inh – inhibitors of bursicon-induced LGR2 CRE-luciferase signal, primary screen, cell-based, HEK293, CRE-luciferase reporter, bursicon stimulation. Drosophila bursicon receptor LGR2 (rickets). bursicon-stimulated, 4 h. inhibition, % at 9.99 µM. 0.35% of 380,000 active;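 active means drop in luminescence signal, shown as inhibition above about 50% in the replicate tests, limit read from the data, passing the limit was not always enough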;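 further: agonist challenge used bursicon conditioned medium at about half maximal strength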
# Active calls of the source: *; / = no result given.
No.	compound	SIRT5 block	Xi reactivation	Cneo AK release	PGC1a acetyl inh	ERAP1 inh	C2C12 statin	S100A4 MyoIIA	LGR2 inh
1	CCc1nc2c(OCC(=O)c3ccc(Cl)cc3Cl)cccn2c1N(C)C(=O)c1cccs1	-1.1	0.1	1.5	-19.2	6.8	-8.4	-5.3	14.6
2	O=C(COC(=O)c1cnccn1)c1ccc(Cl)cc1	-2.7	0.0	/	4.2	-0.2	/	-0.9	28.2
3	CC(C)NC(=O)N[C@@H]1C=C[C@@H](CC(=O)NCCCN(C)C)O[C@H]1CO	-0.2	0.2	-0.5	0.8	0.6	-21.1	-4.8	-3.9
4	CC(C)(C)N(Cc1cc2ccccc2[nH]c1=O)C(=O)c1ccco1	-0.4	0.0	-0.6	-7.7	-2.9	6.5	-3.9	11.2
5	Cc1nc2ccccc2n1S(=O)(=O)c1cc(C(=O)O)ccc1Cl	-10.2	0.0	0.7	-1.1	-1.4	6.3	2.6	3.0
6	CC(C)NC(=O)N(C)C[C@H]1Oc2ncc(C#CC3(O)CCCC3)cc2C(=O)N([C@H](C)CO)C[C@@H]1C	-1.6	0.1	-11.9	11.4	1.6	15.5	13.2	-10.3
7	CC(=O)Nc1ccc(S(=O)(=O)NCC(=O)NCCCc2ccccc2)cc1	-1.5	0.4	-0.6	22.5	-0.3	3.4	2.0	9.9
8	COCCCNC(=O)c1ccc(CS(=O)(=O)c2ccccc2C)o1	0.6	0.0	3.2	7.6	2.7	0.8	-1.5	12.2
9	C/C(=N\NC(=O)c1ccccc1)c1c(C)[nH]n(-c2ccccc2)c1=O	-10.3	-0.2	-4.3	5.4	-0.9	7.1	-3.5	-5.6
10	C[C@@H]1CN([C@@H](C)CO)C(=O)Cc2cc(NS(=O)(=O)c3ccc(F)cc3)ccc2O[C@H]1CN(C)Cc1ccc(Oc2ccccc2)cc1	-2.5	0.6	0.5	-9.7	-0.9	99.3*	7.6	-8.1
11	O=C1C2C3C=CC(C3)C2C(=O)N1CCN1CCN(Cc2ccc([N+](=O)[O-])cc2)CC1 (stereo unspecified)	-3.6	0.1	-1.6	0.4	-1.9	/	0.5	21.2
12	CC(C)/C=C1\CCc2c([nH]c3ccccc23)C1=O	2.9	0.3	/	9.5	-0.7	/	1.3	-15.1
13	C=C(C)COc1ccc2c3c(c(=O)oc2c1OCC(=C)C)CCC3	-1.9	/	-0.2	-14.4	-8.1	-47.1	-17.4	-3.8
14	CCOC(=O)c1c(NC(=O)c2cccs2)sc2c1CCC2	-0.2	/	-0.8	2.9	5.7	-6.6	18.7	-3.7
15	O=C(C1CCN(S(=O)(=O)N2CCC3(CC2)OCCO3)CC1)N1CCC(Cc2ccccc2)CC1	-0.7	/	-0.2	4.1	-2.4	3.8	0.5	4.0

# A draw from above in order of heavy-atom count, ascending:
No.	compound	SIRT5 block	Xi reactivation	Cneo AK release	PGC1a acetyl inh	ERAP1 inh	C2C12 statin	S100A4 MyoIIA	LGR2 inh
12	CC(C)/C=C1\CCc2c([nH]c3ccccc23)C1=O	2.9	0.3	/	9.5	-0.7	/	1.3	-15.1
2	O=C(COC(=O)c1cnccn1)c1ccc(Cl)cc1	-2.7	0.0	/	4.2	-0.2	/	-0.9	28.2
1	CCc1nc2c(OCC(=O)c3ccc(Cl)cc3Cl)cccn2c1N(C)C(=O)c1cccs1	-1.1	0.1	1.5	-19.2	6.8	-8.4	-5.3	14.6
10	C[C@@H]1CN([C@@H](C)CO)C(=O)Cc2cc(NS(=O)(=O)c3ccc(F)cc3)ccc2O[C@H]1CN(C)Cc1ccc(Oc2ccccc2)cc1	-2.5	0.6	0.5	-9.7	-0.9	99.3*	7.6	-8.1

# Later entries
No.	compound	SIRT5 block	Xi reactivation	Cneo AK release	PGC1a acetyl inh	ERAP1 inh	C2C12 statin	S100A4 MyoIIA	LGR2 inh
16	CC1(C)C2CCC(C2)C1C/C=N/NC(N)=S (stereo unspecified)	2.6	0.2	/	11.2	/	/	-0.4	7.8
17	CC(C(=O)NC(C)(C)C)N(C(=O)CS(=O)CC(=O)Nc1ccc(F)cc1)C1CCCC1 (stereo unspecified)	-1.4	0.3	-3.5	/	1.3	0.7	-6.1	10.2
18	COc1ccc(OCCC(=O)c2ccc(OC)cc2)cc1	-1.7	0.0	1.7	/	0.2	5.2	-1.1	-16.2
19	CNC(=O)C[C@H]1CC[C@H]2[C@H](COc3ccc(NC(=O)c4cscn4)cc3C(=O)N2C)O1	/	0.1	-2.2	1.5	/	7.8	/	-5.4
20	COc1ccc(-c2noc(CCC(=O)NCCc3ccccc3)n2)cc1OC	-1.0	0.2	-6.0	-10.3	-0.3	11.8	-4.1	-12.6
21	O=C(O)c1cccc(S(=O)(=O)N(Cc2ccccc2)c2ccccc2)c1	-3.1	0.0	/	6.0	-0.2	/	5.3	2.2
22	O=C(c1ccccn1)N1C[C@@H]2[C@H](c3ccccc31)[C@@H](CO)N2C(=O)Nc1ccccc1Cl	-1.7	0.0	-1.9	8.8	0.9	-17.2	-2.8	26.2
23	Cc1nnsc1C(=O)N1CCCC(Nc2ccc(C(C)C)cc2)C1 (stereo unspecified)	-1.7	0.0	-0.1	-2.5	3.4	-19.2	9.6	-10.1
24	COCCn1nnnc1C(c1ccccc1OC)N1CCN(c2ccccc2F)CC1 (stereo unspecified)	/	/	-1.0	-2.1	/	5.0	/	12.4
25	CC(C)(C)c1cc(-c2n[nH]c(=S)n2-c2ccccc2F)n[nH]1	0.8	-0.1	-4.1	-7.7	-1.4	17.4	1.1	-24.4
26	Cc1c(OCC(=O)N[C@@H](Cc2c[nH]c3ccccc23)C(=O)O)ccc2c1oc(=O)c1ccccc12	-0.7	/	0.0	-1.2	-1.3	-1.3	-9.6	5.5
27	O=C(Nc1ccc2c(c1)OCO2)C1CC(=O)N(c2cccc(Cl)c2)C1 (stereo unspecified)	-4.4	0.0	-1.5	/	-2.2	-15.9	-1.7	-5.5
28	COC(=O)Cn1c(=O)c2c(n(Cc3ccccc3)c1=O)N/C(=C/c1ccc(Br)cc1)C2=O	-3.6	-0.1	/	/	-5.9	-2.0	0.5	13.7
29	C[C@@H]1CN([C@H](C)CO)C(=O)c2cccc(NC(=O)c3cnccn3)c2O[C@H]1CN(C)Cc1ccncc1	1.7	-1.1	-1.6	6.0	1.0	-12.5	-2.9	-15.4
30	CC1Cc2ccccc2N1S(=O)(=O)c1cccc(C(=O)N2CCCCC2)c1 (stereo unspecified)	-0.4	0.2	/	/	-0.1	/	-6.1	7.5

# In the list so far, three contain a tert-butyl group.
No.	compound	SIRT5 block	Xi reactivation	Cneo AK release	PGC1a acetyl inh	ERAP1 inh	C2C12 statin	S100A4 MyoIIA	LGR2 inh
4	CC(C)(C)N(Cc1cc2ccccc2[nH]c1=O)C(=O)c1ccco1	-0.4	0.0	-0.6	-7.7	-2.9	6.5	-3.9	11.2
17	CC(C(=O)NC(C)(C)C)N(C(=O)CS(=O)CC(=O)Nc1ccc(F)cc1)C1CCCC1 (stereo unspecified)	-1.4	0.3	-3.5	/	1.3	0.7	-6.1	10.2
25	CC(C)(C)c1cc(-c2n[nH]c(=S)n2-c2ccccc2F)n[nH]1	0.8	-0.1	-4.1	-7.7	-1.4	17.4	1.1	-24.4

# Some values from the list:
# LGR2 inh result of cpd 25 → -24.4
# C2C12 statin result of cpd 29 → -12.5

# Going on with the list:
No.	compound	SIRT5 block	Xi reactivation	Cneo AK release	PGC1a acetyl inh	ERAP1 inh	C2C12 statin	S100A4 MyoIIA	LGR2 inh
31	O=C(CN1C(=O)c2ccccc2S1(=O)=O)c1cccc(Br)c1	-5.0	0.1	2.1	0.8	9.4	/	-0.8	38.1
32	CCCNc1ncc2c(=O)[nH][nH]c(=O)c2n1	-4.3	0.0	-2.8	-0.2	-0.2	1.6	-0.2	-0.7
33	CC(C)Nc1ncnc2c1ncn2[C@H]1CN(Cc2cccs2)C[C@@H](CO)O1	/	0.4	-2.2	-0.5	1.4	-0.8	-12.3	-3.8
34	CCOCCCNC(=O)CCCn1nc(C)n2c(cc3sccc32)c1=O	1.2	-0.1	-3.5	9.3	4.9	6.2	-0.4	6.7
35	CCOc1ccc(Nc2ccc(C(=O)O)cc2[N+](=O)[O-])cc1	10.8	0.2	-0.6	/	3.5	-8.6	1.8	12.5
36	CNC(=O)C1CCN(S(=O)(=O)c2c(C)noc2/C=C/c2ccc(C)cc2)CC1	-8.2	-0.1	-1.5	/	3.7	-9.3	-31.8	16.5
37	N#C[C@H]1[C@H](c2ccc(-c3ccccc3F)cc2)[C@H](CO)N1C(=O)Cc1ccccc1	-0.6	0.4	-5.6	-6.7	5.0	8.1	-5.5	9.9
38	COc1cc(OC)cc(-c2nnc(NC(=O)CCS(=O)(=O)c3ccc(C)cc3)o2)c1	-4.1	0.0	-1.4	0.3	4.5	3.1	-8.9	3.5
39	Cc1ccc(Nc2nc(Cl)c(C=O)s2)cc1Cl	-8.6	0.4	/	/	8.7	/	-8.2	-20.4
40	C[C@@H]1CN([C@@H](C)CO)C(=O)c2cc(-c3ccncc3)cnc2O[C@@H]1CN(C)C(=O)c1ccc(F)cc1	3.1	-1.3	-2.3	0.4	10.0	-33.0	-18.5	2.4
41	O=C(CC1SC(N2CCCCC2)=NC1=O)Nc1ccc(C(=O)O)cc1 (stereo unspecified)	8.1	0.0	-0.5	6.1	-1.2	-1.8	-1.0	35.8
42	Cc1ccc(-c2ccc3c(c2)O[C@H](CN(C)CC2CC2)[C@H](C)CN([C@H](C)CO)S3(=O)=O)cc1	0.3	-0.8	3.5	-5.6	6.6	-23.8	5.9	13.4
43	O=C(/C=C/c1cccc2ccccc12)c1ccncc1	/	0.0	-10.0	2.1	/	/	/	20.1
44	C[C@@H]1CCCCO[C@@H](CN(C)C(=O)c2ccccc2)[C@@H](C)CN([C@H](C)CO)C(=O)c2cc(NS(C)(=O)=O)ccc2O1	1.2	-0.4	-0.3	10.0	1.1	-14.1	6.8	3.5
45	Cc1c(C)n(Cc2ccccc2)c2ncnc(NCCCN(C)C)c12	-4.4	0.0	-3.3	/	-3.5	11.9	2.9	-5.6
46	O=C(C[C@H]1C[C@@H]2c3cc(NC(=O)c4ccc5c(c4)OCO5)ccc3O[C@@H]2[C@H](CO)O1)NCc1ccccn1	0.0	0.0	-1.3	4.9	0.3	4.0	-0.6	-6.8
47	CC(Sc1nc2ccccc2[nH]1)C(=O)NC1CCCCC1C (stereo unspecified)	5.9	0.4	-1.3	/	-9.3	-7.3	6.1	-2.1
48	COc1ccc(OCC(=O)NC(=O)c2ccccc2OC)c([N+](=O)[O-])c1	1.4	-0.1	/	8.3	0.0	/	-7.2	-3.7

# The list is partial; rates above refer to the full screens.
